FBPA Giardia inh: qHTS Assay for Inhibitors of Fructose-1,6-bisphosphate Aldolase from Giardia Lamblia; A8B2U2; purified Giardia FBPA; Potency, µM (series often up to 59.6 µM), for the others: at the highest dose activity, negative = inhibition, most hits filed as inhibitors; 290,000 compounds, 0.71% hits; note: potency is the fitted concentration of half-maximal effect; % is set by controls: 0 for no effect and ±100 for the full control effect; nearly all actives have a fitted effect of over 55% in size
Target sequence (A8B2U2 whole entry, looked up): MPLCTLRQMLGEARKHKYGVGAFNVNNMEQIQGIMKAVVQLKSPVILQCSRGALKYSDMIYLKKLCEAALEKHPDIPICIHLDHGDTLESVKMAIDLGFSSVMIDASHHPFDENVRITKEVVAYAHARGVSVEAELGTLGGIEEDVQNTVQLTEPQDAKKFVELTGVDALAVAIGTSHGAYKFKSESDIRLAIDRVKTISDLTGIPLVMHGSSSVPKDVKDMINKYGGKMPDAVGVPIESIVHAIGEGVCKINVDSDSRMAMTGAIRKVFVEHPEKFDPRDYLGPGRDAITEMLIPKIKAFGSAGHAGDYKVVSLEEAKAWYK
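Giardia FBPA (40 nM reagent) was preincubated 10 min at RT with compound (up to 57.5 uM final), then substrate plus GAPDH/TPI/NAD/arsenate coupling system with diaphorase/resazurin was added; resorufin fluorescence (525/598 nm) was read after 20 min.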
AMA1 RON2 block: qHTS for Inhibitors of AMA1-RON; Towards Development of Antimalarial Drug Lead: Primary Screen. Plasmodium falciparum AMA1 (3D7) - RON2 peptide interaction. AlphaScreen AMA1-biotinylated RON2 peptide binding. Potency, µM (titrated, usually from 58.2 µM), inactives show top-dose activity change, negative = inhibition, most hits filed as inhibitors. 360,000 compounds, 0.2% hits. AID 720542, 2013;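 note: potency is the fitted concentration of half-maximal effect; 0% = vehicle wells and -100% = peptide control; nearly all actives have a fitted effect of over 45% in size; some results filed as inactive show a strong effect at the top dose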
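AMA1 (3D7) with his tag at 25 nM final met compounds first, then biotinylated RON2 peptide at 25 nM; detection used donor plus acceptor beads, 10 µg/mL apiece, read by AlphaScreen after 30 min at room temperature.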
AmpC inh no detg: qHTS Inhibitors of AmpC Beta-Lactamase (assay without detergent). P00811. AmpC nitrocefin hydrolysis, absorbance 480 nm, 0.0001% Triton. Potency, µM (titrated, usually from 57.1 µM), for the others: at the top dose activity change, negative = inhibition, most hits filed as inhibitors. 330,000 compounds, 0.52% hits;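 note: potency is the fitted concentration of half-maximal effect; plate controls were no compound for no effect and no enzyme for full effect; nearly all actives have a fitted effect of over 20% in size; some results filed as inactive show a strong effect at the top dose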
Target sequence (P00811 whole entry, looked up): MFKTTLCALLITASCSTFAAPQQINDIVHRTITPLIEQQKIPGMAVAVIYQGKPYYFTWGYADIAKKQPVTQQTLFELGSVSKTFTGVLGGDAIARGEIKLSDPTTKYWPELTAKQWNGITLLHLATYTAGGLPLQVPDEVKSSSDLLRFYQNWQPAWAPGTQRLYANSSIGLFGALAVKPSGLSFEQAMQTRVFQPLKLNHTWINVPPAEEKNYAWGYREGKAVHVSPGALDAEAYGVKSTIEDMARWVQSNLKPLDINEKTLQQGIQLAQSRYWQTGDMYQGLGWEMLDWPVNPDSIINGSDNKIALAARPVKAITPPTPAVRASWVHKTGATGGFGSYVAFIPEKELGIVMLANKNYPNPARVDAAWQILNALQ
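20 mM phosphate pH 7.0 + 0.01% (detergent screen) or 0.0001% Triton X-100; 5.3 nM AmpC reagent; cpd preinc 15 min RT; nitrocefin (800 uM stock) to start; A480 q20 s × 4 min; Activity was normalised to no-enzyme and no-compound control wells.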
Shiga inhibitor: A qHTS for Small Molecule Inhibitors of Shiga Toxin | AID 2315, 2010 | 290,000 compounds, 9.2% hits | inhibition, % at 38.7 µM | Vero cells, Shiga toxin protein synthesis inhibition reporter; in the data active = inhibition mostly above about 28%, no sharp cut-off; inactive = mostly below about 43%; note: 0% is about no effect
HCMV antiviral: qHTS Assay for inhibitors of the human cytomegalovirus (HCMV). HFF cells, HCMV-luciferase reporter, 72 h; active compounds read low. activity change, negative = inhibition, % at 57.5 µM. 410,000 compounds, 4.5% hits; in the data active = activity change below about -60%; inconclusive = no clear call, values can overlap the other calls; inactive = above about -39%; note: % is set by controls: 0 for no effect and ±100 for the full control effect
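After 16 h attachment at 37C, HFF cells received test compound and HCMV-luciferase (1 PFU/cell); reporter luminescence read 72 h later, data normalized against buffer-only and known inhibitor Salinomycin.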
AmpC detergent: qHTS Inhibitors of AmpC Beta-Lactamase (assay with detergent); Potency, µM (highest dose often 114 µM), for the others: at the top dose activity change, negative = inhibition, usual class: inhibitors; AmpC hydrolysis of nitrocefin, absorbance 480 nm, 0.01% Triton; 370,000 compounds, 0.041% hits; P00811;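 note: potency is the fitted concentration of half-maximal effect; 0% = no-compound wells and -100% = no-enzyme wells; nearly all actives have a fitted effect of over 25% in size; some results filed as inactive show a strong effect at the top dose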
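AmpC (5.3 nM in the dispensed reagent) in 20 mM phosphate pH 7.0 with 0.01% (detergent screen) or 0.0001% Triton X-100 was preincubated with compounds for 15 min at room temperature. Nitrocefin was then added from an 800 uM solution, and hydrolysis was followed at 480 nm.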
CHX counter: Cycloheximide Counterscreen for Small Molecule Inhibitors of Shiga Toxin; AID 2314, 2010; cell reporter, cycloheximide protein synthesis inhibition counterscreen; max response, %; 300,000 compounds, 12% hits; in the data active = max response mostly above about 13%, no sharp cut-off; inactive = mostly below about 14%; note: read at 38.3 µM for the half of the compounds with a filed dose; 0% is about no effect
An asterisk follows results filed as active; ? = inconclusive; · = no result given; [ ] = dose if it differs, or a comment. Unless noted, calls come from the whole dose curve; as a rule, active = well fitted curve in the direction sought with a large enough effect; inconclusive = small, poorly fitted or top-dose-only effect, or another doubt; inactive = no such curve, though single readings can be large; an effect the other way counts as inactive or inconclusive.

SMILES,FBPA Giardia inh,AMA1 RON2 block,AmpC inh no detg,Shiga inhibitor,HCMV antiviral,AmpC detergent,CHX counter
COc1ccc(Br)cc1CN(C)C(C)C(=O)Nc1cc([N+](=O)[O-])ccc1OC (stereo unspecified),0%,4%,-10%,-7,25,-11%,0
COc1ccccc1N(C)S(=O)(=O)c1ccc(C(=O)NC2=NCCS2)cc1,-4%,34%[activator],-22%,-5,-24,8%,-2
CC(C)(C)NC(=O)CSc1nc2ccc(NC(=O)CSc3nnc(N)s3)cc2s1,-8%,17%,-37%,-17,6,-4%,-7
COc1ccc(NS(=O)(=O)c2cccs2)c(OC)c1,-13%,5%,-3%,12,60,-14%,0
CC(C)(C)N(Cc1ccccc1)C(=O)c1ccc(Br)o1,10%,-5%,-22%,-12,-13,-6%,7
O=C(COc1ccc(Br)cc1Cl)NC(=S)N1CCc2ccccc21,16%,33%[activator],-39%,50*,10,6%,35*
CCCOc1ccc(-c2c(C(=O)N/N=C/C3CCCCC3)nnn2-c2nonc2N)cc1,·,66%[activator],-36%,-6,7,4%,-2
COc1cccc(NC(=O)Nc2nnc(Cc3ccccc3)s2)c1,12%,-7%,-29%,-7,17,-11%,-3
O=C1CCN(C(=O)CNC(=O)Cc2ccccc2)CC1,2%,30%,-11%,-18,-12,-1%,1
O=C(NCC(c1ccco1)N1CCOCC1)c1cccc(Cl)c1 (stereo unspecified),·,4%,-2%,·,-22,-18%,·

Some of the entries so far, with values under each structure.
Order of values: FBPA Giardia inh, AMA1 RON2 block, AmpC inh no detg, Shiga inhibitor, HCMV antiviral, AmpC detergent, CHX counter
- COc1ccccc1N(C)S(=O)(=O)c1ccc(C(=O)NC2=NCCS2)cc1
→ -4%, 34%[activator], -22%, -5, -24, 8%, -2
- COc1ccc(NS(=O)(=O)c2cccs2)c(OC)c1
→ -13%, 5%, -3%, 12, 60, -14%, 0

Further compounds follow:
SMILES,FBPA Giardia inh,AMA1 RON2 block,AmpC inh no detg,Shiga inhibitor,HCMV antiviral,AmpC detergent,CHX counter
COc1ccc(CCNC(=O)C2CC3Cn4c(nc5cc6ccccc6cc54)C3N2C)cc1 (stereo unspecified),-7%,-6%,170%[activator],22,-15,0%,-3
Cc1ccc(C(=O)CSC2=C(C#N)C(c3ccco3)C3=C(CCCC3=O)N2)cc1 (stereo unspecified),-5%,-19%,?,-18,-26,?,18*
COCCN1CN(S(=O)(=O)c2cccc(Cl)c2)c2nc3ccccc3nc21,-2%,-10%,136%[activator],2,18,?,-4
Cn1c(=O)n(C/C=C/c2ccccc2)c(=O)c2c1nc1n2CCCN1Cc1ccccc1,-4%,?,0%,-24,13,?,-10
O=C(CCc1nc(-c2ccccc2)no1)N1CCCC1,3%,-2%,-4%,21,50,-17%,14
O=c1c2ccsc2ncn1Cc1ccc(Cl)cc1,-4%,6%,-6%,-7,4,-1%,-4
CN1CCN(c2ccc(-c3ccnn3C(=O)Nc3cccc(C(F)(F)F)c3)cc2)CC1,-1%,10%,-10%,28,-3,-5%,43*
COc1ccccc1NC(=O)/C=C1\SCC(=O)N1C,1%,26%,61%[activator],12,-28,-10%,8
NC(=O)CC[C@@H]1NC(=O)[C@@H]2CCCN2C(=O)c2cc([N+](=O)[O-])cc(I)c2NCCCC[C@@H](C(=O)NC(CC(=O)O)C(N)=O)NC1=O (stereo partly specified),-6%,-5%,-14%,-25,·,-1%,-3
COc1cc(/C=N/NC(=O)c2cccnc2)ccc1OC(=O)c1ccco1,1%,0%,-14%,13,?,2%,-1
COc1ccc(C(=O)N2CCN(Cc3ccc4c(c3)OCO4)CC2)cc1[N+](=O)[O-],8%,0%,56%,-13,-83*,-4%,15
CC1(C)CC(=O)C2=C(C1)OC1=C(C(=O)CC(C)(C)C1)C2c1ccc(O)c([N+](=O)[O-])c1,7%,-1%,-22%,-16,32,4%,-2
Cc1ccc(-c2csc(-c3cc(C)on3)n2)cc1,1%,3%,-18%,43*,38,-10%,17*
COc1ccc(C2=NOC(CNC(=O)c3ccccc3Br)C2)c(OC)c1 (stereo unspecified),3%,-9%,-7%,-3,50,-8%,2
O=[N+]([O-])c1ccc(OCc2cccc(COc3ccc([N+](=O)[O-])cc3)n2)cc1,3%,7%,-16%,-4,-18,-12%,-2
O=C1NC(=Nc2ccccc2Cl)S/C1=C\c1cc([N+](=O)[O-])ccc1O,-2%,0%,-45%,-10,13,?,-2
O=C(NC(=S)Nc1ccc(N2CCOCC2)c(Cl)c1)C(c1ccccc1)c1ccccc1,20%,20%,-29%,-1,44,3%,2
Cc1cnc(C(=O)OCC(=O)N2CCN(S(=O)(=O)c3ccc(Cl)cc3)CC2)cn1,·,-3%,-2%,·,-27,-13%,·
CCCC1S/C(=N/N=C/c2ccc(OC)cc2)N(Cc2ccc(OC)cc2)C1=O (stereo unspecified),-2%,-1%,-15%,11,?,?,19
O=C(Nc1nnc(C2CC2)s1)c1ccncc1,·,13%,-10%,15,59,-5%,14
Cc1noc(C)c1CSc1nnc2sc3ccccc3n12,4%,0%,-4%,-5,18,-11%,-4
Cc1nn2cc(-c3ccc(-c4ccccc4)cc3)nc2s1,1%,4%,-18%,49,8,-13%,26*
S=C(NCc1ccccc1)Nc1ccc(Cl)cc1,-3%,20%,-24%,23,-12,0%,13
CCn1c(NC(=O)c2ccccc2F)c(-c2cccs2)c(=O)c2ccccc21,-4%,-9%,-18%,11,1,?,-1
CNc1c([N+](=O)[O-])cnn1-c1ccc(C)cc1,8%,-3%,-11%,17,-28,-3%,0
CC1=NN(Cc2ccccc2)C(=O)/C1=C\c1ccc(N(C)C)cc1,-2%,?,14%,32*,?,?,31*
O=C1CCCc2ccccc2N1Cc1c(Cl)cccc1Cl,-1%,-2%,-13%,-10,-21,-11%,-1
CCOc1cccc(NC(=O)CSc2nc(C)c3c(c2C#N)CCCC3)c1,3%,0%,-9%,-5,-22,-3%,-4
COC(=O)c1ccc(NC(=O)CSc2nc3[nH]ncc3c(=O)[nH]2)cc1,·,-2%,-16%,·,-10,-14%,·
CCOC(=O)C1CCCN(C2CC(=O)N(c3cccc(C)c3)C2=O)C1 (stereo unspecified),-21%,-4%,-7%,15,8,?,-4
Nc1ccc2nc(SCc3cccc(F)c3)sc2c1,-7%,-5%,-33%,152*,0,-3%,42*
O=C1C=C(c2ccccc2)C[C@H](c2cccs2)[C@H]1n1nnc([N+](=O)[O-])n1,?,-1%[2.32 µM],-34%,10,?,-10%,-2
CCOc1ccccc1Nc1nnc(Cc2ccccc2Cl)c(=O)[nH]1,5%,-12%,-40%,-14,10,-3%,-2
Cc1ccc(NC(=O)COC(=O)CCc2ccccc2)cc1S(=O)(=O)N1CCOCC1,·,-2%,-15%,·,-8,·,·
Cc1cccc(NC(=O)CCN2CCC(C(N)=O)CC2)c1,-2%,6%,-7%,-24,31,3%,-4
CCC(=O)Nc1ccc(C(=O)CSc2nnc(-c3ccc(O)cc3)n2CC2CCCO2)cc1OC (stereo unspecified),-4%,-8%,-2%,-23,-6,5%,-5
CC1CCc2nc(NC(=O)CSc3nc4ccccc4o3)sc2C1 (stereo unspecified),0%,51%[activator],-29%,85*,-85*,?,52*
Cc1cc[n+](CC(=O)c2ccc(NC(=O)c3ccccc3)cc2)c2ccccc12,-9%,-26%,13%,11,-97*,-2%,9
COc1ccc(CCNC(=O)c2cc(S(=O)(=O)N3CCCCCC3)ccc2OC)cc1OC,·,-6%,72%[activator],·,-17,2%,·
COc1cccc(/C=N/NC(=O)c2oc3nc(-c4ccccc4)cc(-c4ccco4)c3c2N)c1,-7%,79%[activator],-39%,49,-3,1%,10
Cc1c(Cl)cccc1NC(=S)N1CCN(C(=O)C2CCCO2)CC1 (stereo unspecified),-4%,8%[11.6 µM],-14%,-1,?,-3%,-3
CC(C)CN1C(=O)c2ccccc2C1(O)Cc1ccccc1 (stereo unspecified),1%,-21%,-7%,-1,1,-10%,2
O=C(NC1CCCC1)C(c1ccncc1)N(C(=O)c1csnn1)c1ccc(Cl)cc1 (stereo unspecified),-8%,3%,-16%,6,-11,?,-2
CCCS(=O)(=O)NCCc1cc2cc(C)c(C)cc2[nH]c1=O,-2%,-8%,-11%,32,191,?,9
O=C(Nc1ccnn1C1CCN(Cc2cc3ccccc3[nH]2)CC1)C1CCOC1 (stereo unspecified),·,·,1%,-2,?,-3%,-8
CCOC(=O)N1CCN(C(=O)c2ccc3[nH]c(C)c(C)c3c2)CC1,·,-2%,69%[activator],·,0,·,·
O=C(NCC(c1ccco1)N1CCCC1)c1cc2cc(Cl)ccc2o1 (stereo unspecified),·,-6%[11.6 µM],1%,·,-25,3%,·
Cc1ccc(S(=O)(=O)N(C)c2ccccc2C(=O)Nc2c(F)cccc2F)cc1,-4%,0%,-15%,-11,6,0%,2
NC(=NC1CCCCC1)c1ccc([N+](=O)[O-])cc1,0%,0%,-16%,-10,4,2%,-1
NCCc1ccc(O)c(O)c1,?,?,0%,9,5,-10%,-1

Remaining list, next part
SMILES,FBPA Giardia inh,AMA1 RON2 block,AmpC inh no detg,Shiga inhibitor,HCMV antiviral,AmpC detergent,CHX counter
C/C(CC(=O)Nc1ccc2c(c1)OCCO2)=N\NC(=O)c1ccccn1,?,77%[activator],11%,13,-27,0%,11
Cc1cccc(N2CCN(Cc3cc(=O)n4ccsc4n3)CC2)c1C,-26%,-6%,33%,-5,?,-7%,-3
O=C(Nc1ccccc1C(=O)N/N=C/c1ccco1)c1ccc(Cl)cc1,11%,40%[activator],-20%,76*,-1,-14%,19*
Cc1ccc(-n2nc3c(=O)n(C(C)C(=O)NCc4ccccc4Cl)nc(C)c3c2C)cc1 (stereo unspecified),7%,-17%,-2%,16,-92*,0%,7
COc1ccc(CSc2nc(C)cc(C)c2S(C)(=O)=O)cc1,-10%,-9%,-6%,-7,-26,?,5
Cc1onc(-c2ccccc2)c1CNS(=O)(=O)c1ccccc1[N+](=O)[O-],-1%,3%,-28%,2,-15,-3%,-1
O=[N+]([O-])c1cc(S(=O)(=O)Nc2cccc(Cl)c2)ccc1N/N=C/c1ccc(N2CCOCC2)cc1,10%,4%,-14%,17,1,-3%,2
CCOC(=O)C1=C(COc2ccc(C)cc2)NC(=O)NC1c1cc(C)ccc1C (stereo unspecified),2%,5%,-22%,1,-37,-12%,1
CN(C)CCN(C(=O)c1ccc2ccccc2c1)c1nc2c(F)cc(F)cc2s1,-18%,1%,67%[activator],-2,-17,-9%,9

Screens: PubChem, National Center for Advancing Translational Sciences (NCATS)
